# Screening results (PubChem BioAssay)
# USP2a block: inhibitors of human ubiquitin-specific protease USP2a | O75604 | USP2 core, Ub-CHOP2 coupled fluorogenic reporter, 485/531 | Potency, µM (titrated, usually from 38.3 µM), inactives show top-dose activity change, negative = inhibition, most hits filed as inhibitors | 330,000 compounds, 0.01% hits | AID 463254;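 further: potency means the concentration at half of the fitted maximal effect; plate controls were DMSO wells for no effect and full inhibition by NEM control for full effect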
#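 USP2 core (10nM final) preincubated 30min RT with compound in 20mM Tris-HCl pH 8.0, 2mM CaCl2, 2mM beta-mercaptoethanol, 0.05% CHAPS; 25nM Ub-CHOP2 plus 25nM reporter substrate added, fluorescence (Ex485/Em531) read after 60min.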
# ASM inhibitor: blocks human secretory acid sphingomyelinase; P17405; placental ASM, HMU-PC fluorogenic substrate, 60 min; Potency, µM (series often up to 57.5 µM), for the others: top-dose activity change, negative = inhibition, actives largely listed as inhibitors; 340,000 compounds, 0.006% hits; AID 504937; further: potency means the concentration at half of the fitted maximal effect
#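 Human placenta-derived ASM enzyme was preincubated with compound for 10 minutes at room temperature, then given fluorogenic substrate HMU-PC0 (9 uM final) for 60 minutes at 37 °C; a pH 10 stop preceded fluorescence reading at Ex 386/Em 447 nm.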
# Eya2 inh: blocks the phosphatase activity of human Eya2 | recombinant Eya2, OMFP fluorescence dephosphorylation (OMFP is methylfluorescein phosphate) | Potency, µM (series often up to 76.9 µM), without a hit: at the highest dose activity, negative = inhibition, usual class: inhibitors | 330,000 compounds, 0.006% hits; further: potency means the concentration at half of the fitted maximal effect; on the % scale 0 is the no-effect control and ±100 the full control effect
#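 Eya2 protein (added as 0.2 uM solution) was preincubated with compound for 10 min at ambient temperature in 50 mM HEPES pH 7.5, 50 mM NaCl, 5 uM MgCl2, 0.05% BSA, 1 mM DTT. OMFP (added at 50 uM) then reacted 10 min; fluorescence read at 485/525 nm.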
# Mito fusion act: mitochondrial division inhibition or fusion activation; Potency, µM (titrated, usually from 46.1 µM), for the others: at the highest dose growth rescue (activation), actives largely listed as activators; S. cerevisiae fusion-defective mutant growth rescue, CellTiterGlo 48 h; 320,000 compounds, 0.23% hits;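 further: potency means the concentration at half of the fitted maximal effect; % of control where 0% means no effect; nearly all actives have a fitted effect of over 45% in size; temperature-sensitive fusion mutants such as fzo1-1 at 37 °C on non-fermentable ethanol glycerol medium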
#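 S. cerevisiae fusion-defective temperature-sensitive mutants (e.g. fzo1-1, mgm1-5) grown 48 h at 37C in YPEG (ethanol/glycerol non-fermentable) medium with 23 nl compound per well; growth rescue read as CellTiterGlo luminescence.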
# PKM2 activator: increases activity of human pyruvate kinase M2. P14618. Potency, µM (titrated, usually from 57.5 µM), inactives show at the top dose activation, actives largely listed as activators. 260,000 compounds, 0.34% hits. purified PKM2, Kinase-Glo ATP luminescence, activation; response scale: 0% is enzyme alone, no compound; further: potency means the concentration at half of the fitted maximal effect; on the % scale 0 is the no-effect control and ±100 the full control effect; nearly all actives have a fitted effect of over 55% in size
#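 Purified hPK-M2 (>95% pure) converted ADP (0.1 mM final) to ATP with 0.5 mM PEP in 50 mM imidazole pH7.2, KCl, MgCl2, Tween 20, BSA; 1 h at room temperature. ATP detected by Kinase-Glo luminescence.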
# Menin-MLL TR inh: inhibitors of human menin-MLL interaction, mutant MLL peptide; 270,000 compounds, 0.23% hits; AID 1768; Menin + Texas Red MLL mutant peptide, fluorescence polarization; O00255; Potency, µM (highest dose often 61.6 µM), for the others: at the highest dose FP activity change, negative = inhibition, actives largely listed as inhibitors; active means well fitted inhibition curve with a large enough effect in the polarisation, with a control signal flat, not every such curve was filed as active; inconclusive means small, poorly fitted or top-dose-only effect, or effect the other way, or a change in a side signal; inactive means no such curve, though single readings can be large or run the other way; the % refers to the polarisation; further: potency means the concentration at half of the fitted maximal effect; % of control where 0% means no effect; many of its hits are not listed in these tables
# GALK inh: blocks human galactokinase activity; Purified GALK, Kinase-Glo residual ATP luminescence; Potency, µM (titrated, usually from 57.5 µM), without a hit: at the top dose activity change, negative = inhibition, actives largely listed as inhibitors; 270,000 compounds, 0.007% hits; further: potency means the concentration at half of the fitted maximal effect; on the % scale 0 is the no-effect control and ±100 the full control effect
#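 The enzyme phosphorylates galactose (100 uM) using ATP (35 uM); inhibition is detected as higher residual ATP, quantified by bioluminescence after 1 h reaction at room temperature, pH 8.0.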
# TSHR antag: blocks TSH signaling through the human TSH receptor; TSHR-expressing cells, TSH-stimulated cAMP HTRF, 2 h; stronger effect = lower value; activity change, negative = inhibition, % at 11.5 µM; 330,000 compounds, 0.2% hits; AID 504810;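 active means activity change below a set negative limit, meaning inhibition stronger than a set level, cut at about -70% in these data; inconclusive means activity change between two set negative limits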; further: on the % scale 0 is the no-effect control and ±100 the full control effect
#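 TSHR-expressing cells, 200/well, pre-treated with compound, then stimulated with EC80 TSH (4nM final) for 2 hours at 37 deg C. cAMP measured by competitive HTRF: anti-cAMP cryptate antibody in lysis buffer plus cAMP-d2, read after 30 minutes at room temperature.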
# hERG WT inh: inhibitors of human wildtype KCNH2 potassium channel; Q12809; U2OS, BacMam KCNH2, thallium flux FluxOr; stronger effect = lower value; activity change, % at 1.84 µM; 340,000 compounds, 0.37% hits;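 active means maximum activity change below -70%; inconclusive means maximum activity change between -70% and -50%; inactive means maximum activity change above -50%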; further: on the % scale 0 is the no-effect control and ±100 the full control effect
# Target sequence (Q12809 whole entry, looked up): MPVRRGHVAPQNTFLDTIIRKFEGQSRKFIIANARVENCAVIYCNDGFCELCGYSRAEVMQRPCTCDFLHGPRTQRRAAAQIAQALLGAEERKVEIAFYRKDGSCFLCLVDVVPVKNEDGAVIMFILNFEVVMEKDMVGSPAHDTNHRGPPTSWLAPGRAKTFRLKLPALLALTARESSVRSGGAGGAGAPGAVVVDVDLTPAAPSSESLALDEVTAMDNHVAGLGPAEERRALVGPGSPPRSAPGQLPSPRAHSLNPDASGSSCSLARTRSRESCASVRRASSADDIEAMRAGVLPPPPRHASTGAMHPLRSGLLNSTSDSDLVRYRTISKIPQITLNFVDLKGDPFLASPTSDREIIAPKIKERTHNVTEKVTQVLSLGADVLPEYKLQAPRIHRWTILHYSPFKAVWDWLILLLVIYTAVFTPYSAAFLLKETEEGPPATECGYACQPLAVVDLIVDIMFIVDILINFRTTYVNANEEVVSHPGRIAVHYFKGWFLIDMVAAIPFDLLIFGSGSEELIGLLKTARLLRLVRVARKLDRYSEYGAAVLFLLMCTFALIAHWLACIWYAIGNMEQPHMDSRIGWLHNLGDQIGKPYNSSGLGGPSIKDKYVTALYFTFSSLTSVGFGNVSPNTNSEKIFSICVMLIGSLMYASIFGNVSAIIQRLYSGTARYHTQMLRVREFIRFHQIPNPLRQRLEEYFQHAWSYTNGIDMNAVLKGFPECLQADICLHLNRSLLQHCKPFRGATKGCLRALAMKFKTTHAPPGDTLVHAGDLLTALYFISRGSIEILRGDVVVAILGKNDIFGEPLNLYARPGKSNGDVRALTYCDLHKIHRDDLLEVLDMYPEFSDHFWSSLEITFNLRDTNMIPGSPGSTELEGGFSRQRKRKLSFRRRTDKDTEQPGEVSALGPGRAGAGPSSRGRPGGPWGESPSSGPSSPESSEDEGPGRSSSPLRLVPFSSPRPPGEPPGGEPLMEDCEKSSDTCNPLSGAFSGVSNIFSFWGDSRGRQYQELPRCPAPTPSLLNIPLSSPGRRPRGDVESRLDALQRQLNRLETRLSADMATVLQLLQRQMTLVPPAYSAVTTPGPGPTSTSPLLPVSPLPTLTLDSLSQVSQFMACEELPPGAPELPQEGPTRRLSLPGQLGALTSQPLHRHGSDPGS
#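 U2OS cells transduced with wild-type KCNH2 virus are loaded with FluxOr dye for 45 min, and thallium flux is measured in kinetic reads before and after stimulation buffer. Rate constants are normalized to DMSO controls.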
# MBNL1 CUG block: MBNL1-poly(CUG) RNA binding inhibition; TR-FRET MBNL1-His/biotin-(CUG)12 binding, 665/545 ratio; Potency, µM (doses to about 57.5 µM), for inactives: at the top dose activity change, negative = inhibition, most hits filed as inhibitors; 280,000 compounds, 0.036% hits; active means well fitted inhibition curve with a large enough effect in the signal ratio, with a control signal flat, not every such curve was filed as active; inconclusive means small, poorly fitted or top-dose-only effect, or effect the other way, or a change in a side signal; inactive means no such curve, though single readings can be large or run the other way; the % refers to the signal ratio; further: potency means the concentration at half of the fitted maximal effect; on the % scale 0 is the no-effect control and ±100 the full control effect
#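 TR-FRET between His-tagged MBNL1 and biotin-(CUG)12 RNA, detected with Tb anti-His antibody (0.055 ng/ul) and streptavidin-XL665 (5 nM), 60 min at room temperature. Compounds titrated 92 nM to 58 uM; 665/545 nm ratio normalized to buffer and complex controls.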
# Chronic BCR inh: inhibitors of chronic active B-cell receptor signaling | 340,000 compounds, 0.05% hits | ABC-DLBCL IkBa-CBG/CBR reporter, luminescence ratio, 4 h | Potency, µM (top dose mostly 46.1 µM), for the others: at the highest dose ratio change, negative = lower green/red ratio, most hits filed as inhibitors; active means well fitted inhibition curve with a large enough effect in the signal ratio, with a control signal flat, not every such curve was filed as active; inconclusive means small, poorly fitted or top-dose-only effect, or effect the other way, or a change in a side signal; the % refers to the signal ratio;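 further: potency means the concentration at half of the fitted maximal effect; plate controls were basal doxycycline-induced cells for no effect and cells given 10 µM MG132 for full effect; MG132 reads +100%, hits lower the ratio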
#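 Doxycycline induced both beetle luciferases in TMD8 lymphoma cells; IKK-driven degradation limits the IkappaBalpha-fused green signal, while red luminescence normalises for cell number and nonspecific effects. Compounds tested up to 46 uM, 4 hrs.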
# Numbers without * were called inactive; i = inactive; ? = inconclusive; . = not tested or not shown; [ ] = another dose, or the depositor's remark. Unless noted, the call rests on the fitted dose curve; in most records, active means well fitted curve in the direction sought with a large enough effect; inconclusive means small, poorly fitted or top-dose-only effect, or another doubt; inactive means no such curve, though single readings can be large; an effect the other way counts as inactive or inconclusive. These rows are one share of the data (hit frequency here may not be typical).
SMILES,USP2a block,ASM inhibitor,Eya2 inh,Mito fusion act,PKM2 activator,Menin-MLL TR inh,GALK inh,TSHR antag,hERG WT inh,MBNL1 CUG block,Chronic BCR inh
CC1CCCN(c2ccc([N+](=O)[O-])cc2C(=O)c2ccccc2)C1 (stereo not drawn),2%,-15%,-9%,12%,8%,0%,.,0,2,8%,?
Cc1c(C)c2cc(Cl)c(O)c(CN3CCCC(C)C3)c2oc1=O (stereo not drawn),-1%,.,3%,6%,-4%,1%,0%,1,1,27%,?
Cc1occc1C(=O)NCCc1cccc(Cl)c1,-8%,2%,-1%,1%,-2%,-3%,2%,10,-4,5%,5%
O=C(Nc1cccc(S(=O)(=O)NC2=NCCC2)c1)c1ccccc1F,6%,-1%,11%,.,.,.,.,-5,5,.,-3%
O=C(N/N=C/c1ccncc1)c1cc2ccccc2cc1O,4%,-3%,-12%,0%,2%,.,-6%,-10,-17,?,?
COc1ccc(N2C(=O)C(C)(C)C2c2c(O)ccc3ccccc23)cc1 (stereo not drawn),-16%,-4%,0%,-87%[inhibitor],.,29%,1%,-8,3,-6%,?
N#CC1(NC(=O)COc2ccc(C(N)=O)cc2)CCCC1,3%,4%,11%,.,.,.,.,.,-10,.,0%
COc1ccc(/C(N)=N/OC(=O)c2cccc([N+](=O)[O-])c2C)cc1OC,3%,-3%,-2%,-1%,4%,0%,-1%,-7,-8,-2%,9%
COc1cc2oc3ccccc3c2cc1N(CC(=O)N(C)C)S(=O)(=O)c1ccccc1,.,-13%,.,10%,-6%,-1%,0%,.,17,-8%,.
COc1ccccc1CN(C)C(=O)c1ccc(S(=O)(=O)NCc2ccco2)cc1,2%,2%,-5%,6%,.,.,.,-2,-12,.,0%
COc1ccc([N+](=O)[O-])cc1NC(=O)C(C)OC(=O)c1cccnc1 (stereo not drawn),0%,0%,8%,25%,.,6%,2%,-4,-11,?,0%
CC(C)CCNC(=O)c1cc(S(=O)(=O)N2CCc3ccccc32)cn1C,0%,-2%,-19%,7%,-1%,?,.,-6,-4,-4%,-10%
O=C(COC(=O)/C=C/c1ccc(OC(F)F)cc1)NC1CCCC1,3%,1%,19%,-4%,.,.,.,-9,22,.,0%
Cc1nc(NC(=O)CCCC(=O)Nc2nc(C)c(C)s2)sc1C,1%,3%,0%,0%,-8%,-14%,-1%,-7,8,-4%,-16%
CCOC(=O)CC1OC(=O)c2cc3c(cc21)C(=O)OC3CC(=O)OCC (stereo not drawn),0%,5%,3%,4%,1%,.,4%,-3,5,-8%,-5%
COc1ccccc1-c1ccc(SCC(=O)NCCc2ccccc2)nn1,6%,0%,7%,-5%,4%,-9%,1%,-6,-5,1%,-10%
O=C(Nc1ccc(N2CCN(C(=O)c3ccccc3)CC2)c(Cl)c1)c1ncn[nH]1,-1%,0%,-6%,8%,-4%,.,-1%,-15,-7,-2%,?
COc1ccc(NS(=O)(=O)c2ccc(NC(=O)c3ccc(Br)cc3)cc2)nn1,3%,-4%,3%,0%,7%,?,-5%,-12,.,-7%,1%
Cc1ccc(NC(=O)C2CCC(=O)N2C(=O)OCc2ccccc2)cc1 (stereo not drawn),3%,0%,-8%,3%,.,.,0%,2,3,-3%,0%
O=C(NCC1CCCO1)c1nc2c(nnn2Cc2ccccc2Cl)c(=O)[nH]1 (stereo not drawn),-2%,-3%,-3%,-1%,2%,-1%,0%,1,-2,-15%,7%
Cc1cccc(-n2nnc(C(=O)NCc3ccccn3)c2N)c1,1%,-1%,-3%,-7%,?,-8%,1%,-4,-2,-1%,?
N#C/C(=N\Nc1cccc(F)c1)C(=N)N1CCCCCC1,-5%,-13%,-4%,0%,5%,-9%,0%,-7,-3,8%,-14%
COc1ccc(Cl)cc1NC(=O)CN(C)C(=O)COc1ccccc1F,3%,0%,13%,-3%,5%,4%,0%,10,-3,-7%,?
COCC(=O)Nc1ccc(OCc2ccccc2)cc1,1%,5%,-1%,-1%,-8%,-4%,3%,8,-1,.,-2%
C=CCN(CC=C)S(=O)(=O)c1ccc(NC(=S)NC(=O)/C=C/c2ccc(C)cc2)cc1,.,-8%,.,5%,-7%,18%,2%,.,1,1%,.
CSCc1cc(N(C)c2ccccc2)nc(-c2ccccc2)n1,2%,-10%,-26%,-23%,.,-18%,-2%,-9,4,-8%,7%
CCOc1cc(N2CCOCC2)c(OCC)cc1NC(=O)Cc1ccccc1OC,1%,-2%,-16%,1%,-4%,?,0%,-3,4,-11%,0%
Cc1nn(-c2cc(C(F)(F)F)ccc2Cl)c2nc(C(Cl)(Cl)Cl)[nH]c(=O)c12,-1%,0%,0%,19%,1%,.,-5%,-28,-1,-3%,?
CCCn1c(SCC(=O)NC(C)c2ccccc2)n[nH]c1=O (stereo not drawn),-1%,1%,-1%,-6%,0%,1%,0%,-5,2,-2%,-14%
Cn1nccc1C(=O)N1CCCC(Nc2ccc(F)cc2)C1 (stereo not drawn),1%,-1%,-2%,-1%,.,8%,1%,2,2,-3%,6%
O=C(COc1ccc(Cl)cc1)Nc1nc(-c2cccs2)cs1,-3%,-13%,5%,-19%,3%,?,-2%,-40,4,2%,?
Cc1nn(Cc2cccc(C(=O)Nc3ccn(Cc4ccccc4)n3)c2)c(C)c1[N+](=O)[O-],2%,-4%,8%,3%,-3%,.,-1%,-6,-2,0%,-11%
CCCCn1c(-c2cccs2)nc2oc3ccccc3c(=O)c2c1=O,2%,2%,15%,0%,-1%,.,1%,-7,0,4%,8%
Cc1ccccc1NC(=O)CSc1nnc(-c2ccco2)n1N,1%,-1%,-6%,-15%,.,.,.,6,6,.,4%
CCC(C)N1CCN(C(=O)C2CCN(S(=O)(=O)c3c(C)noc3/C=C/c3ccco3)CC2)CC1 (stereo not drawn),0%,-1%,-3%,0%,.,-27%,2%,11,8,?,-9%
O=C(O)c1cccc(S(=O)(=O)N2CCCC(c3nc4c(nnn4Cc4ccccc4Cl)c(=O)[nH]3)C2)c1 (stereo not drawn),0%,0%,4%,-4%,1%,20%,0%,-8,-4,3%,?
COc1ccc(C2C(=O)c3ccccc3C2=O)cc1OC,14%,6%,11%,12%,11%,9%,0%,14,i,?,?
CCC(=O)NC(=S)Nc1ccc(NC(=O)c2ccc([N+](=O)[O-])cc2Cl)cc1,1%,4%,5%,-3%,2%,27%,3%,-10,0,?,-6%
CCOCCCNC(=O)CN1CCN(Cc2ccc(Cl)cc2)C1=O,5%,2%,-8%,-14%,.,-7%,-1%,-6,-6,-7%,0%
COc1ccc(-n2cccc2/C=C2\C(=N)N3N=C(c4ccco4)SC3=NC2=O)cc1,8%,-2%,18%,-1%,3%,?,-8%,-14,1,6%,?
COc1cc(/C=N/NC(=O)c2nnn(-c3nonc3N)c2C(C)C)ccc1O,2%,-3%,-2%,-1%,.,.,3%,2,3,11%,-1%
CCOc1ccc(C(=O)NC(C(=O)NCCc2ccc(S(N)(=O)=O)cc2)C(C)C)cc1 (stereo not drawn),0%,2%,-5%,1%,1%,-4%,2%,16,-13,-5%,-1%
O=C(Nc1ccc(S(=O)(=O)Nc2ncccn2)cc1)c1ccc(S(=O)(=O)N2CCCC2)cc1,?,3%,-4%,3%,2%,?,-4%,-9,?,-11%,8%
COc1cc(C2Nc3cccc4cccc(c34)N2)ccc1O,-2%,-15%,-8%,-1%,-1%[11.5 µM],?,6%,-3,1,9%,8%
COc1ccccc1N1CCN(C(=O)c2ccc(CS(=O)(=O)c3ccccc3OC)o2)CC1,3%,3%,-4%,0%,-6%,-10%,0%,-3,-8,0%,1%
CCOC(=O)c1c(/N=C/c2cccc([N+](=O)[O-])c2O)sc2c1CCC2,1%,0%,-25%,2%,-4%,.,-3%,-5,3,21%,?
COc1ccccc1NC(=O)c1cc(Cl)nnc1Cl,4%,-1%,19%,-11%,-9%,17%,8%,21,5,?,?
